Assay outcomes: PubChem, National Center for Advancing Translational Sciences (NCATS)
HCV inhibitor: blocks hepatitis C virus. Huh7.5.1 HCVcc-Cre infection, luciferase reporter, 44 h. 3.4% of 340,000 active. Potency, µM (highest dose often 41.8 µM), inactives show at the highest dose activity change, negative = inhibition, actives largely listed as inhibitors; further: potency means the concentration at half of the fitted maximal effect
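1,000 cells/well; 4 h culture; + compound; + HCVcc-Cre (~0.5 moi); 44 h; luciferase substrate, RT 15 min; read 15 sec.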
HCMV antiviral: human cytomegalovirus inhibition | HFF cells, HCMV-luciferase reporter, 72 h; active compounds read low | activity change, negative = inhibition, % at 57.5 µM | 4.5% of 410,000 active | AID 1259415; in the data active means activity change below about -60%; inconclusive means no clear call, values can overlap the other calls; inactive means above about -39%
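Inhibition of viral replication was scored as loss of reporter luminescence in HFFs infected with HCMV-luciferase (MOI 1 PFU/cell) for 72 h; compounds tested at 2 doses, normalized to buffer and Salinomycin controls.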
AMA1-RON2 inh: disrupts binding of P. falciparum AMA1 to RON2; AlphaScreen AMA1-biotinylated RON2 peptide binding; Potency, µM (highest dose often 58.2 µM), for inactives: top-dose activity change, negative = inhibition, usual class: inhibitors; 0.2% of 360,000 active;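 further: potency means the concentration at half of the fitted maximal effect; 0% = vehicle wells and -100% = peptide control; nearly all actives have a fitted effect of over 45% in size; some results filed as inactive show a strong effect at the top dose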
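AMA1 (3D7) with his tag at 25 nM final met compounds first, then biotinylated RON2 peptide at 25 nM; detection used donor plus acceptor beads, 10 µg/mL apiece, read by AlphaScreen after 30 min at room temperature.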
LmPK inh: inhibitors of Leishmania mexicana pyruvate kinase; purified LmPK, Kinase-Glo ATP luminescence, 1 h; Potency, µM (top dose mostly 57.5 µM), inactives show at the highest dose activity change, negative = inhibition, actives largely listed as inhibitors; 0.37% of 290,000 active; AID 1721; further: potency means the concentration at half of the fitted maximal effect
Target sequence (Q27686 whole entry, looked up): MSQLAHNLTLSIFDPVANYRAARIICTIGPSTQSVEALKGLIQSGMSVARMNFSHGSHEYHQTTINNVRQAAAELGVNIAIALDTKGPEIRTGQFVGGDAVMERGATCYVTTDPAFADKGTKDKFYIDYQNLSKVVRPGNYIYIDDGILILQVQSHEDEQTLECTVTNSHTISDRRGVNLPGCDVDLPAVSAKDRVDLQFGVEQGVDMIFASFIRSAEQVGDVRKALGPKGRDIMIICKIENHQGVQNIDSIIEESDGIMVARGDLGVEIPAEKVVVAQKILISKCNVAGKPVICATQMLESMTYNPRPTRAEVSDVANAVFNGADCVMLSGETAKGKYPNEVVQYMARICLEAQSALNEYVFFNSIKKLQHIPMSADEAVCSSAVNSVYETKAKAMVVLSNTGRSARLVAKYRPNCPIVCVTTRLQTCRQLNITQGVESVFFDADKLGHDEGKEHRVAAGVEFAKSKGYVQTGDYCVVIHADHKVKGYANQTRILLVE
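Purified LmPK (0.1 nM) with 0.5 mM PEP and 0.1 mM ADP in imidazole buffer pH 7.2 with MgCl2/KCl, 1 h at room temperature. ATP formed was read by luciferase luminescence and normalized to no-enzyme and uninhibited controls.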
Tb PYK inh: inhibitors of Trypanosoma brucei pyruvate kinase | TbPYK enzyme, Kinase-Glo Plus ATP luminescence, 45 min | Q57TT1 | Potency, µM (doses to about 76.8 µM), inactives show at the top dose activity, negative = inhibition, most hits filed as inhibitors | 0.12% of 410,000 active | AID 624173; further: potency means the concentration at half of the fitted maximal effect; nearly all actives have a fitted effect of over 50% in size
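Assay buffer: 50 mM TEA pH 7.2, 100 mM KCl, 10 mM MgCl2, 0.05% BSA, 0.01% Tween-20. Pyruvate kinase from T. brucei plus substrate met compound, then ADP (130 uM final). Luminescence was read post 45 min RT.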
AmpC inh no detg: inhibitors of E. coli AmpC beta-lactamase without detergent; P00811; AmpC nitrocefin hydrolysis, absorbance 480 nm, 0.0001% Triton; Potency, µM (series often up to 57.1 µM), without a hit: at the top dose activity change, negative = inhibition, actives largely listed as inhibitors; 0.52% of 330,000 active;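 further: potency means the concentration at half of the fitted maximal effect; plate controls were no compound for no effect and no enzyme for full effect; nearly all actives have a fitted effect of over 20% in size; some results filed as inactive show a strong effect at the top dose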
Target sequence (P00811 whole entry, looked up): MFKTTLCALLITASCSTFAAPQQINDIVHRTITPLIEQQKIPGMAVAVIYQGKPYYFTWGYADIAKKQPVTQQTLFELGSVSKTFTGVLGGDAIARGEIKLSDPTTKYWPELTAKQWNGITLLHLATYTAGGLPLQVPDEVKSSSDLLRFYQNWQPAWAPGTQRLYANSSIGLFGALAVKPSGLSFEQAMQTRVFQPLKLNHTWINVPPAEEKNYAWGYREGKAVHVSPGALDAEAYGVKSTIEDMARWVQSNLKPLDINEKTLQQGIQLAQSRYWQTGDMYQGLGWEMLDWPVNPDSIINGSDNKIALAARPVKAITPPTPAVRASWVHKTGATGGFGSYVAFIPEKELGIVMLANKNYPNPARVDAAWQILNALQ
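AmpC (5.3 nM in the dispensed reagent) in 20 mM phosphate pH 7.0 with 0.01% (detergent screen) or 0.0001% Triton X-100 was preincubated with compounds for 15 min at room temperature. Nitrocefin was then added from an 800 uM solution, and hydrolysis was followed at 480 nm.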
AmpC detergent: AmpC beta-lactamase inhibition with detergent present; P00811; AmpC hydrolysis of nitrocefin, absorbance 480 nm, 0.01% Triton; Potency, µM (titrated, usually from 114 µM), for inactives: at the top dose activity change, negative = inhibition, hits mostly inhibitors; 0.041% of 370,000 active;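 further: potency means the concentration at half of the fitted maximal effect; 0% = no-compound wells and -100% = no-enzyme wells; nearly all actives have a fitted effect of over 25% in size; some results filed as inactive show a strong effect at the top dose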
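20 mM phosphate pH 7.0 + 0.01% (detergent screen) or 0.0001% Triton X-100; 5.3 nM AmpC reagent; cpd preinc 15 min RT; nitrocefin (800 uM stock) to start; A480 q20 s × 4 min; Activity was normalised to no-enzyme and no-compound control wells.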
Active calls of the source: *; ? = inconclusive; · = no result given; [ ] = dose if it differs, or a comment. Unless noted, the call rests on the fitted dose curve; in most records, active means well fitted curve in the direction sought with a large enough effect; inconclusive means small, poorly fitted or top-dose-only effect, or another doubt; inactive means no such curve, though single readings can be large; an effect the other way counts as inactive or inconclusive. Unless noted, on the % scale 0 is the no-effect control and ±100 the full control effect.

SMILES	HCV inhibitor	HCMV antiviral	AMA1-RON2 inh	LmPK inh	Tb PYK inh	AmpC inh no detg	AmpC detergent
CCOC(=O)C1=C(O)C(=O)NC(c2ccccc2)=C(OCC)C1	23%	-9	26%	-4%	-1%	-26%	-12%
CC(=O)Nc1ccc(NC(=O)c2nc(-c3ccccc3)oc2C)cc1	-7%	-28	10%	4%	4%	-14%[11.4 µM]	3%
O=C(Cc1cccc(NC(=O)C2CCCN(C(=O)CCc3ccccc3)C2)c1)Nc1ccc(C(=O)N2CCOCC2)cc1 (stereo not drawn)	-6%[8.37 µM]	0	-3%	·	4%	·	·
O=C(O)CC1SC(=O)N(CC(=O)c2ccccc2)C1=O (stereo not drawn)	24%	-11	0%	-4%	2%	-15%	-22%
CCc1ccccc1NC(=O)c1cnc2sc(N3CCOCC3)nn2c1=O	·	2	·	·	-6%	·	13%
O=C(Cn1cc(C(=O)c2ccccc2)c2ccccc21)NCc1ccco1	?	28	-16%	2%	-26%	-39%	-5%
COc1ccc(CNC(=O)C2CCN(S(=O)(=O)c3ccccc3)CC2)cc1	9%	-6	-14%	4%	-3%	1%	-13%
COc1ccc(OC)c(/C=C/C(=O)N2CCCc3ccccc32)c1	10µM*	-31	?	1%	-1%	15%	?
COc1ccc(CCNC(=O)COc2ccc(S(=O)(=O)NC3CCCCC3)cc2Cl)cc1	?	?	0%	0%	0%	35%	-10%
Cc1ccccc1-c1nc(CN2CCC(C(=O)NCCCN3CC(C)CC(C)C3)CC2)c(C)o1 (stereo not drawn)	1.3µM*	1	-4%	0%	·	110%[activator]	-4%
Cn1c(C(=O)NCc2ccccc2)cc2oc3ccccc3c21	?	-89*	-19%	-1%	-6%	-28%	2%
CCOC1=CC(=O)N(Cc2ccccc2)C1	3%	18	53%[activator]	·	1%	·	·
COc1ccc([C@H]2C[C@@H](n3cc(COC(=O)c4ccccc4)nn3)[C@H](O)CN2C(=O)C2CCCCC2)cc1	·	?	-11%	·	-5%	·	·
COC(=O)C1=C(C)N=C2SCCC(=O)N2C1c1cc(Br)ccc1OC (stereo not drawn)	7%	?	-11%	1%	-7%	62%[activator]	0%
O=C(COC(=O)c1cc[n+]([O-])cc1)Nc1ccc([N+](=O)[O-])cc1Cl	3%	-3	-6%	-4%	5%	-21%	-3%
COc1ccc([C@H]2CC(=O)C=C(c3ccc(OC)cc3OC)C2)cc1	?	8	-8%	·	-2%	-4%	2%
O=C(CN1C(=O)NC(Cc2ccccc2)(Cc2ccccc2)C1=O)NCC1CCCCC1	10%	-30	7%	1%	-3%	-6%	2%
Cn1ccc2c(OCC(=O)NCc3ccc(F)cc3)cccc2c1=O	·	15	·	·	2%	·	2%
COc1ccc(C2(CNC(=O)c3cc([N+](=O)[O-])cc([N+](=O)[O-])c3)CCCC2)cc1OC	?	6	-21%	4%	5%	-11%	-11%
CCN(C(=O)Cn1cnc2onc(-c3ccc(F)cc3)c2c1=O)c1cc(C)ccc1C	·	10	·	·	-1%	·	7%
Cc1ccc(C(=O)CCC(=O)Nc2cccc(C)c2)cc1	1%	-14	35%[activator]	-8%	-16%	-21%	-10%
CCN(CC(=O)NCc1ccc(Cl)cc1)C(=O)CCc1ccccc1O	-15%	-19	5%	0%	2%	2%	2%
COc1ccc(-c2c(C)nn3c(N)c(C#N)cnc23)cc1OC	?	19	18%	3%	-3%	-10%	-8%
Cc1ccc(S(=O)(=O)CCC(=O)c2cccc([N+](=O)[O-])c2)cc1	?	-12	0%	2%	?	-22%	-9%
Cc1cccc(C(=O)Nc2ccc(-c3nc4ncccc4o3)cc2C)c1	·	25	·	·	-14%	·	13%
Next section.
SMILES	HCV inhibitor	HCMV antiviral	AMA1-RON2 inh	LmPK inh	Tb PYK inh	AmpC inh no detg	AmpC detergent
CC(=O)OC1C2CCC1C(N1CCCCC1)CC2 (stereo not drawn)	5%	-12	-9%	3%	-8%	-6%	?
c1ccc(COc2ccccc2CNc2nn[nH]n2)cc1	8%	?	4%	-2%	3%	-10%	-1%
Cc1ccc(-c2noc(CCC(=O)Nc3ccccc3C)n2)cc1	?	-6	28%	0%	-2%	-21%	?
Cc1ccc2c(c1)C1CN(C)CCC1N2S(=O)(=O)c1ccccc1F (stereo not drawn)	21%	37	8%	·	2%	-10%	?
CCN(CC)S(=O)(=O)c1ccc(N2CCN(S(=O)(=O)c3ccccc3C#N)CC2)nc1	?	9	10%	3%	0%	9%	-7%
O=C(N/C(=C/c1ccc(F)cc1)C(=O)N1CCOCC1)c1ccco1	·	1	-7%	·	2%	·	·
CCC(=O)N1CCc2cc(S(=O)(=O)NC(Cc3ccccc3)C(=O)NC3CCCCC3C)ccc21 (stereo not drawn)	-6%	-34	-1%	-3%	-2%	11%	-5%
Cc1ccc(NC(=O)OCCNC(=O)c2ccncc2)cc1	4%	18	-3%	-3%	-12%	-26%	-4%
O=C(Cn1c(=O)n(-c2ccc(F)cc2)c(=O)c2sccc21)c1ccccc1	-1%	2	7%	7%	-4%	-11%	-4%
COCCCNC(=O)c1ccc(CSCc2ccc(C)cc2)o1	-1%	33	-4%	-1%	-1%	25%	-1%
CCOC(=O)C1(C)NC(c2ccco2)C2C(=O)N(C)C(=O)C21 (stereo not drawn)	-14%	11	6%	-2%	1%	-10%	9%
Cc1c(CN2CCC(C(=O)Nc3ccc(Oc4ccccc4)nc3)CC2)cnn1C	-30%	?	-3%	-11%	1%	-22%	0%
CCOc1ccc(N/C=C/C(=O)c2ccc(OC)cc2)cc1	-5%	19	-9%	3%	-10%	-17%	?
Cc1sc2ncn(CC(=O)N3CCCCC3)c(=O)c2c1S(=O)(=O)N1CCC(C)CC1	21%	20	-4%	-1%	-7%	-8%	1%
Cc1ccc2[nH]c3ccccc3c(=O)c2c1	3%	-23	7%	-4%	0%	-16%	?
Cc1cc(C)n(S(=O)(=O)Cc2ccccc2)n1	-5%	26	0%	2%	-2%	-15%	0%
CCOC(=O)c1sc(=S)n(Cc2ccccc2)c1C	-6%	-2	0%	6%	2%	-19%	6%
Cn1c(Nc2ccc(Cl)cc2F)nc2cc(-c3ccccc3)sc2c1=O	·	16	5%	·	-5%	·	·
Cc1cnc(C(=O)N2CCCC(C(=O)c3ccc(C(C)(C)C)cc3)C2)cn1 (stereo not drawn)	-7%	-11	-2%	7%	3%	179%[activator]	14%
CCOc1cc(C(=O)OCC(=O)Nc2ccc(Cl)cn2)ccc1OCC(=O)N1CCOCC1	10%	0	0%	2%	0%	63%[activator]	-8%
Cc1c(C(=O)Nc2nccs2)oc2c(Cl)cccc12	-13%	33	129%[activator]	·	-4%	-6%	6%
CCOC(=O)N1CCN(C(=O)c2ccc(CSc3ccc(Cl)cc3)cc2)CC1	?	-71*	?	3%	-5%	1%[2.29 µM]	4%
Cn1c(=O)[nH]c2cc3ccccc3cc21	?	186	13%	0%	4%	-25%	2%
O=C1N(C2CCCC2)C[C@@H]2C[C@@H](c3cccn3-c3ccccn3)N3CCC[C@@]123	1%	-7	-1%	3%	2%	-1%	1%
CN(C)CCOCCSc1ccc(Cl)cc1	?	-5	-4%	-1%	-15%	-1%	2%

Reprinted at random: 4 entries already listed.
SMILES	HCV inhibitor	HCMV antiviral	AMA1-RON2 inh	LmPK inh	Tb PYK inh	AmpC inh no detg	AmpC detergent
CCOC(=O)N1CCN(C(=O)c2ccc(CSc3ccc(Cl)cc3)cc2)CC1	?	-71*	?	3%	-5%	1%[2.29 µM]	4%
O=C(Cn1cc(C(=O)c2ccccc2)c2ccccc21)NCc1ccco1	?	28	-16%	2%	-26%	-39%	-5%
Cn1ccc2c(OCC(=O)NCc3ccc(F)cc3)cccc2c1=O	·	15	·	·	2%	·	2%
O=C(CN1C(=O)NC(Cc2ccccc2)(Cc2ccccc2)C1=O)NCC1CCCCC1	10%	-30	7%	1%	-3%	-6%	2%

Remaining list, next part:
SMILES	HCV inhibitor	HCMV antiviral	AMA1-RON2 inh	LmPK inh	Tb PYK inh	AmpC inh no detg	AmpC detergent
O=C(CCSC1=NCCCN1)c1ccc(F)cc1	-21%	-8	-5%	·	-6%	·	·
COCc1cc(OC(=O)N(C)C)nc2c1c(C)nn2C	8%	17	0%	5%	6%	-8%	4%
C[C@]12CCC3C(CC[C@H]4C[C@H](O)CC[C@]34C)C1C[C@@H](O)[C@H]2O (stereo partly drawn)	6%	-19	-8%	·	1%	·	·
Cc1ccc(-n2c(Cn3ncc4ccccc4c3=O)n[nH]c2=S)cc1	3%	0	16%	1%	?	-2%[2.29 µM]	1%
CCN(CC)C(=O)C1(P(=O)(c2ccccc2)c2ccccc2)CCC1	6%	8	5%	0%	-10%	2%	2%
O=C(NC(=S)NC(=O)c1ccccc1F)c1ccccc1F	12%	39	40%[activator]	0%	3%	-20%	?
CC1(C)NC(=O)N(CC(O)CN2C(=O)CCC2=O)C1=O (stereo not drawn)	10%	0	0%	1%	6%	-46%	?
Cc1ccc2ccc3cc(C(=O)Nc4ccc(C)c(F)c4)nc3c2[nH]1	·	-76*	·	·	-1%	·	-4%
COc1ccc(C)cc1S(=O)(=O)NCc1cccs1	7%	8	-4%	-10%	3%	-10%	0%
Nc1nc(=S)c2[nH]c(=S)[nH]c2[nH]1	-8%	-12	61%[activator]	·	-31%	·	·
Cc1ccc(CSCC(=O)N2CCN(c3ccccc3)CC2)cc1	-3%	?	-13%	0%	-3%	30%	5%
CC(C)c1ccc(S(=O)(=O)N2CCN(C(=O)C3CCCC3)CC2)cc1	-16%	-16	6%	0%	0%	46%	-2%
CCOc1ccccc1NC(=O)c1cc(S(=O)(=O)N2CCN(CC)CC2)ccc1Cl	-17%	27	-7%	-5%	-4%	68%[activator]	-5%
COCCCn1c(SCC(=O)NC2CCCC2)nnc1-c1ccco1	3%	30	7%	5%	-4%	-22%	3%
NC(=O)C(c1ccccc1)c1ncc(C(F)(F)F)cc1Cl (stereo not drawn)	6%	-13	0%	1%	1%	-4%	-17%
CC(C)CCOc1ccc(C(=O)Nc2sc3c(c2C#N)CCCCC3)cc1	·	-9	·	·	-5%	·	-6%
COCCn1c(CNC(=O)c2cccc(N(C)C)c2)nc2cccnc21	·	-14	·	·	-2%	·	-3%
O=C(c1cccc(-n2cnnn2)c1)N1CC=C(c2ccccc2)CC1	7%	39	47%[activator]	1%	-2%	77%[activator]	-3%
Cc1noc(C)c1Cn1c(C)c(C(=O)NCc2ccc3c(c2)OCCO3)sc1=O	·	10	-2%	·	3%	·	·
COC(=O)c1ccccc1Nc1ccccc1	16%	26	35%[activator]	-6%	-7%	-11%	-11%

Rows were taken by chance; any-hit rate near 7.5%.
